# Source: PubChem
# HSP90 inh: blocks HSP90-mediated luciferase refolding in reticulocyte lysate. AID 1789. 290,000 compounds, 0.91% hits. inhibition, % at 5.6 µM. Rabbit reticulocyte lysate, luciferase refolding luminescence, 3 h;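 active = inhibition above the screen-wide mean plus 3 SD, computed separately per campaign, cut at about 16% in these data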;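 also: 0% = DMSO wells and 100% = 60 µM geldanamycin wells; inhibitors lower the luminescence because luciferase stays unfolded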
# GSK3 alpha inh: blocks human GSK-3 alpha kinase; P49840; ADP-Glo luminescence, 60 min; inhibition, % at 10 µM; 320,000 compounds, 0.1% hits; AID 2650;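 in the data active = inhibition above about 50%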;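 also: GST-tagged GSK-3 alpha with peptide substrate and 25 µM ATP; 0% = DMSO neutral wells and 100% = GW8510 positive control wells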
# Target sequence (P49840 whole entry, looked up): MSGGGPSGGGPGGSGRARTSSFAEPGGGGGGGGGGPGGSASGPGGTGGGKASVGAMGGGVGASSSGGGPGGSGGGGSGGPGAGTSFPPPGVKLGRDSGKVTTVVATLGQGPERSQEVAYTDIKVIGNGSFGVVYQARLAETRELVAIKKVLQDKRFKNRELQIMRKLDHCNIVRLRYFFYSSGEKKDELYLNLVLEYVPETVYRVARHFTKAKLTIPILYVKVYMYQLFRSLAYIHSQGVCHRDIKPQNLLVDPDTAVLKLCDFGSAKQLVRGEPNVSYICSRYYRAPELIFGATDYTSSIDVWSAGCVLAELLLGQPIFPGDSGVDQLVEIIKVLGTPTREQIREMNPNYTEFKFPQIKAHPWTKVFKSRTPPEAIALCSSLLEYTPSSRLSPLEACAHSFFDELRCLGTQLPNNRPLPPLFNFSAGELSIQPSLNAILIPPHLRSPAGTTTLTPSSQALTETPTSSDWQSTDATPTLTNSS
# GSK3beta inhib: blocks human GSK3beta kinase activity | GST-GSK3beta kinase, ADP-Glo luminescence, 60 min; hits give low values | activity score (negative = inhibition), % at 10 µM | 300,000 compounds, 0.038% hits | AID 2097 | P49841;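 active = more than half of replicate wells score below -50%, meaning over 50% inhibition versus plate controls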;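 also: 0% = median DMSO wells and -100% = median GW8510 positive control wells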
# Target sequence (P49841 whole entry, looked up): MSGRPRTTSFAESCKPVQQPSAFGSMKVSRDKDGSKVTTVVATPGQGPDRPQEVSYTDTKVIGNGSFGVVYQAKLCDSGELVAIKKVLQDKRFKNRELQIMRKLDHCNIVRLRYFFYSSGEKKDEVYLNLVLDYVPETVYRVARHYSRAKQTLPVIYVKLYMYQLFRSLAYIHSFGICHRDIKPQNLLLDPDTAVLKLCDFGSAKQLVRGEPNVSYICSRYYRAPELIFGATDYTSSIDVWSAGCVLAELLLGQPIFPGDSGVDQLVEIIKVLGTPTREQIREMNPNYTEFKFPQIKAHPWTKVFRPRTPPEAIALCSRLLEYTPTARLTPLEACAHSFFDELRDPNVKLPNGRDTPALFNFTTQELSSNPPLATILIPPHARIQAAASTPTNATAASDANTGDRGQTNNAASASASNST
#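 Test system: GST-fused GSK3beta enzyme, cell-free | Quantity: 1.6 ng GST-GSK3beta enzyme per well | Reagent: 25 µM ATP with peptide substrate | Schedule: 60 min enzyme reaction, room temperature | Signal: Luminescent ADP-Glo measurement of ADP formed | Read-out basis: Score relative to plate controls | Control set: DMSO and 20 µM GW8510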
# DYRK1A inh: blocks rat Dyrk1A kinase activity; inhibition, % at 12.5 µM; 310,000 compounds, 0.43% hits; ADP-Glo luminescence, NFATc1 peptide; AID 504441; Q63470; in the data active = inhibition above about 50%;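 also: plate controls were vehicle with enzyme for no effect and no enzyme for full effect; many of its hits are not listed in these tables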
# HSF1 inhib: HSF1 inhibition; NIH3T3-HGL HSE-luciferase, MG132-induced, luminescence 8 h; hits give low values; activity change, negative = inhibition, % at 7.5 µM (by protocol); 300,000 compounds, 0.77% hits;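 active = more than half of replicate wells show activity change below -50%, luminescence cut by over half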;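 also: luciferase reports HSF-1 transcriptional activity via heat shock element; 0% = median of DMSO wells and -100% = zero luminescence signal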
# Platelet DG rel: platelet dense granule release activity; inhibition, %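 (compounds screened at 7.5 µM in platelet-rich plasma)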; human platelet-rich plasma, SFLLRN dense granule ATP release, luminescence; AID 1663; 300,000 compounds, 0.22% hits;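 active = mean replicate score, as percent of positive control, at or above 50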
# aSyn UTR inh: MLPCN primary screen, SNCA 5' untranslated region; inhibition, % (tested at 7.5 µM); AID 1813; 300,000 compounds, 0.82% hits; alpha-synuclein 5'UTR reporter, inhibitor activity; in the data active = inhibition above about 60%;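 also: H4 neuroglioblastoma cells stably carrying SNCA 5'UTR luciferase fusion; 0% = DMSO wells and 100% = positive control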
# KLF5 inhibitor: kruppel-like factor 5 inhibition | DLD-1 KLF5 promoter-luciferase reporter, luminescence | inhibition, % at 5 µM | 290,000 compounds, 0.23% hits | AID 1700;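 active = inhibition above a per-plate limit of that plate's mean compound inhibition plus 3 SD, cut at about 60% in these data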;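 also: 0% = DMSO wells and 100% = LY294002 at 200 µM; higher means less KLF5 promoter-driven luciferase light; inactives centre near -14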
# HSF-1 act: increases HSF-1 driven luciferase reporter signal; NIH3T3-HGL HSF-1 luciferase reporter, MG132, 8 h; 100% = twice DMSO control signal; activation, % at 9 µM; 300,000 compounds, 1.7% hits;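 active = mean replicate activation of at least 50% with a set share of replicates each reaching 50%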;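 also: 0% = median of the neutral control wells and 100% = twice that signal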
# IEC-6 tox: IEC-6 cytotoxicity, counter-screen for KLF5 inhibitors. luminescence viability. inhibition, % at 5 µM. 290,000 compounds, 0.78% hits. AID 1825; in the data active = inhibition above about 22%;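 also: 0% = plate median of test compound wells and 100% = cytotoxic reference compound wells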
# * marks the source's active call; other numbers are inactive results; x = not tested or not shown; & = joins results of further samples.
SMILES,HSP90 inh,GSK3 alpha inh,GSK3beta inhib,DYRK1A inh,HSF1 inhib,Platelet DG rel,aSyn UTR inh,KLF5 inhibitor,HSF-1 act,IEC-6 tox
COc1cc(-c2cc(C(=O)N3CCN(c4ccccn4)CC3)c3ccccc3n2)cc(OC)c1OC,2,-2,-2,0,-6,-4,-7,2,-14,33*
O=C(NNc1ccc([N+](=O)[O-])cc1)c1ccccc1F,2,x,x,-2,x,x,x,-11,x,4
O=C(c1ccc(Br)cc1)N(C1=NCCCCS1)c1ccccc1,-1,x,2,4,8,0,-2,9,34,2
O=C(c1cccc([N+](=O)[O-])c1)N1CCCC(C(=O)N2CCN(c3ccccc3)CC2)C1 (stereo not drawn),-4,0,1,-2,-1,2,1,-33,-14,2
COc1ccc(Cl)cc1NC(=O)CS(=O)(=O)c1cccc2nsnc12,-1,-3,-27,2,0,-2,16,-8,-16,1
CC(C)c1ccc(NC(=S)NNC(=O)c2cccnc2)cc1,0,-1,-2,1,2,0,2,-40,12,-3
O=C(CSc1nncn1-c1ccccc1)Nc1cc(Cl)cc(Cl)c1,-3,0,4,-5,-4,11,-6,-6,4,-9
CCOC(=O)N1CCN(C(=O)Nc2ccccc2Cl)CC1,4,0,5,-3,0,2,14,8,-13,5
CCN(CC(=O)Nc1ccc2c(c1)OCCO2)C(=O)c1ccc(C)c(S(=O)(=O)N2CCOCC2)c1,x,2,0,x,1,-1,-3,x,-9,x
O=C(CCSc1nnc2scc(-c3ccccc3)n12)NCc1ccc2c(c1)OCO2,-1,-3,-1,1,-2,-2,22,-26,31,-2
Cc1c(Br)c([N+](=O)[O-])nn1C(C)C(=O)NCC1CCCO1 (stereo not drawn),3,0,2,-7,-5,-1,-4,9,-9,5
Cc1cccc(N2CCN(C(=O)C3CCCCC3)CC2)c1C,0,0,-1,x,4,0,40,-4,-2,1
COc1cccc(CNC(=O)CSc2nc(=O)n(Cc3ccncc3)c3c2CCC3)c1,x,-4,5,2,2,12,22,x,9,x
FC(F)(F)c1ccc(CN2C[C@@H]3C(c4ccc(C(F)(F)F)cc4)C4(c5cccnc5)CC3(C4)[C@H]2c2ccccc2)cc1 (stereo partly drawn),x,-1,19,-4,5,-2,-1,x,24,x
CCOC(=O)C1(CCOc2ccccc2)CCN(Cc2ccc(C)o2)CC1,9,-3,-1,0,1,16,-12,-75,-14,2
COc1cccc(CN(C)C(=O)c2cc(S(=O)(=O)N3CCN(c4ccccc4)CC3)ccc2Cl)c1,-2,-4,2,x,2,-3,1,4,2,-4
Cc1ccc(N2C(=O)C(Cc3ccc(O)cc3)NC2=S)cc1C (stereo not drawn),-3,x,1,-1,-3,-11,25,-17,2,-5
COc1ccccc1OCC(=O)NNC(=O)c1c(-c2ccccc2Cl)noc1C,0,4,2,-2,-2,-1,-7,-18,6,1
O=[n+]1cc(-c2ccccc2)n([O-])c2c1CCCCC2,2,-1,0,-1,2,-6,-6,-75,0,2
CC(=O)c1ccc(N2CCN(c3ccc(S(=O)(=O)NCCN(C)C)cc3[N+](=O)[O-])CC2)cc1,-2,-2,-4,-8,-2,2,-14,-50,-3,0
COc1cc(C2c3c(oc4ccccc4c3=O)C(=O)N2CCN2CCOCC2)cc(OC)c1OC (stereo not drawn),x,x,2,-5,-9,-7,-1,x,-10,x
COc1ccc(Oc2ccc(C(F)(F)F)cc2NC(=O)CC(CC(=O)O)c2ccccc2)cc1 (stereo not drawn),-7,0,1,6,8,x,13,-65,3,-9
O=C(COC(=O)c1nsc(Cl)c1Cl)NC1CCCC1,23*,-2,-2,-12,8,-2,10,-14,9,5
Cc1cccc(C(=O)NCC(=O)N2CCCC2)c1,-4,3,0,-3,-2,13,-3,-5,1,-3
COc1ccccc1NS(=O)(=O)c1cc(N2Cc3ccccc3C2=N)ccc1N1CCOCC1,5,1,-2,x,-5,-3,-31,-3,-4,-2
Nc1nnc(SCc2cn3cc(Cl)ccc3n2)s1,0,-3,2,2,-3,1,-97,-60,22,0
O=C(CSc1nnc2scc(-c3ccccc3)n12)N1CCCc2ccccc21,-2,0,0,0,2,10,-25,13,3,0
CCCC(=O)Nc1ccc(C(=O)Nc2nnc(COCC)s2)cc1,5,0,-4,3,-4,15,-5,-5,-9,7
Cc1ccccc1N1C(S)=C(C#N)C(=O)NC1c1cccs1 (stereo not drawn),-2,0,2,8,-2,3,-7,-6,-3,0
CC(C)CC(=O)Nc1ccnn1C1CCN(C(=O)c2ccccc2F)CC1,-3,1,-3,x,7,-3,17,-57,6,-3
COc1ccc(OC)c(/C=C/C(=O)NCCc2nc3ccccc3[nH]2)c1,0,0,2,5,0,4,1,22,2,2
Clc1ccc(CNc2cnccn2)cc1Cl,-2,2,-2,2,7,2,-3,-11,-5,6
CC(=O)Nc1ccccc1Sc1ccccc1,-2,-9,0,7,0,9,26,-34,-17,-3
Cc1ccc(SC[C@H](C)CN2CC[C@H](NC(=O)OCc3ccccc3)CCC2=O)cc1,-3,-2,3,6,2,0,-17,-14,-18,-4
Cn1cc([N+](=O)[O-])c(C(=O)NCc2cc3ccccc3[nH]2)n1,-2,0,0,-8,9,14,-11,7,22,-3
O=C(/C=C/c1ccco1)NC(=S)Nc1cc(-c2nc3ccccc3s2)ccc1Cl,-1,-2,x,-10,x,x,x,-14,x,8
C/C(=N\NC(=S)NCc1ccccc1)c1ccc2ccccc2c1OC(F)F,-2,-2,0,4,-1,-3,6,-26,4,-8
Cc1ccc(NCc2nc3ccccc3n2C)c(C)c1,28*,2,-1,6,33,14,0,-45,64*,9
Cc1nn(CC2CC2)c(=O)n1-c1ccc(Cl)cc1,-2,-1,1,-3,1,9,-3,-9,-2,-7
COC(=O)C1C(=O)c2c([nH]c(C(=O)OC3CCCCC3)c2C)CC1C (stereo not drawn),-4,x,-2,0,28,1,-178,-31,68*,3
COc1ccccc1/C=C/C(=O)OC(C)CN1CCOCC1 (stereo not drawn),-3,-1,1,10,1,5,13,-1,2,-5
O=C(Nc1ccc(S(=O)(=O)Nc2ncccn2)cc1)C1CC(=O)N(c2ccc(Cl)cc2)C1 (stereo not drawn),4,-5,0,-1,-3,0,-7,-32,-9,3
COC(=O)c1sccc1NC(=S)Nc1cccc(F)c1,-2,-3,-3,-1,-10,2,-18,-33,3,-2
C#CC[N+](C)(C)CCCCCCCC,-1,1,-2,4,-3,-1,28,14,-16,3
COC(=O)CC1C(=O)NC2CCCCC2N1C(=O)c1ccccc1 (stereo not drawn),4,5,-1,-7,4,1,1,-31,6,2

# A second format for two compounds above.
# The line under a structure holds: HSP90 inh	GSK3 alpha inh	GSK3beta inhib	DYRK1A inh	HSF1 inhib	Platelet DG rel	aSyn UTR inh	KLF5 inhibitor	HSF-1 act	IEC-6 tox
Cc1nn(CC2CC2)c(=O)n1-c1ccc(Cl)cc1
    -2	-1	1	-3	1	9	-3	-9	-2	-7
COC(=O)c1sccc1NC(=S)Nc1cccc(F)c1
    -2	-3	-3	-1	-10	2	-18	-33	3	-2

# New compounds follow.
SMILES,HSP90 inh,GSK3 alpha inh,GSK3beta inhib,DYRK1A inh,HSF1 inhib,Platelet DG rel,aSyn UTR inh,KLF5 inhibitor,HSF-1 act,IEC-6 tox
COc1ccc(OC)c(NS(=O)(=O)c2cccc3cccnc23)c1,0,-2,-1,-2,-3,10,0,-4,-24,-4
C=CCN1C(=O)C2C(C(=O)NCc3ccccc3)C3(C)C=CC2(O3)C1C(=O)NC(C)(C)C (stereo not drawn),-2,0,0,3,6,2,14,-9,14,3
O=C(O)CCN1C(=O)C2C3C=CC(C2C1=O)C1C(=O)N(CCC(=O)O)C(=O)C31 (stereo not drawn),0,-3,3,-9,11,2,4,-33,32,-1
COc1ccccc1C(=O)/C=C/c1ccc(N2CCCCC2)c([N+](=O)[O-])c1,4,-4,5,-1,3,4,-216,-8,10,6
O=[N+]([O-])c1ccc2nc(NS(=O)(=O)c3ccc(F)cc3)sc2c1,-1,-3,4,11,4,8,6,5,7,-3
O=C(NCc1ccco1)Nc1ccc([N+](=O)[O-])cc1,10&-1,0,4,2,-4,4,-37,-20&-7,-11,6&3
Cc1ccc(-n2cnc3scc(-c4cccs4)c3c2=O)cc1,2,1,1,26,-2,-9,39,5,6,1
Cc1ccccc1CN(c1ccc(C(=O)Nc2ccccc2C(=O)NCc2ccco2)cc1)S(C)(=O)=O,4,-2,5,-2,16,1,21,-55,27,-3
CCOC(=O)c1ccc(Oc2nc(N(C)C)nc(N3CCOCC3)n2)cc1,2,0,0,-5,5,5,13,-25,0,0
CC1(C)C(=O)OC(C(=O)c2ccc(Cl)cc2)C(C)(C)C1=O (stereo not drawn),-1,-3,-1,1,-4,-7,-2,-46,2,-14
CCOC(=O)Cn1nc(-c2ccc(C)cc2)c2ccccc2c1=O,-3,-1,2,x,-2,2,-2,1,12,1

# Compounds listed so far that have a nitro group on carbon:
SMILES,HSP90 inh,GSK3 alpha inh,GSK3beta inhib,DYRK1A inh,HSF1 inhib,Platelet DG rel,aSyn UTR inh,KLF5 inhibitor,HSF-1 act,IEC-6 tox
O=C(NNc1ccc([N+](=O)[O-])cc1)c1ccccc1F,2,x,x,-2,x,x,x,-11,x,4
O=C(c1cccc([N+](=O)[O-])c1)N1CCCC(C(=O)N2CCN(c3ccccc3)CC2)C1 (stereo not drawn),-4,0,1,-2,-1,2,1,-33,-14,2
Cc1c(Br)c([N+](=O)[O-])nn1C(C)C(=O)NCC1CCCO1 (stereo not drawn),3,0,2,-7,-5,-1,-4,9,-9,5
CC(=O)c1ccc(N2CCN(c3ccc(S(=O)(=O)NCCN(C)C)cc3[N+](=O)[O-])CC2)cc1,-2,-2,-4,-8,-2,2,-14,-50,-3,0
Cn1cc([N+](=O)[O-])c(C(=O)NCc2cc3ccccc3[nH]2)n1,-2,0,0,-8,9,14,-11,7,22,-3
COc1ccccc1C(=O)/C=C/c1ccc(N2CCCCC2)c([N+](=O)[O-])c1,4,-4,5,-1,3,4,-216,-8,10,6
O=[N+]([O-])c1ccc2nc(NS(=O)(=O)c3ccc(F)cc3)sc2c1,-1,-3,4,11,4,8,6,5,7,-3
O=C(NCc1ccco1)Nc1ccc([N+](=O)[O-])cc1,10&-1,0,4,2,-4,4,-37,-20&-7,-11,6&3

# Only part of the results is shown. The share of hits here may be higher or lower than overall.
